GLS inh: qHTS for Inhibitors of Glutaminase (GLS) | Glutaminase kidney isoform, mitochondrial (Homo sapiens), O94925 | GLS enzymatic activity, qHTS titration | Potency, µM (titrated, usually from 45.5 µM), inactives show at the highest dose activity change, negative = inhibition, actives largely listed as inhibitors | 410,000 compounds, 0.21% hits; active = well fitted inhibition curve with a large enough effect
Target sequence (O94925 whole entry, looked up, canonical isoform): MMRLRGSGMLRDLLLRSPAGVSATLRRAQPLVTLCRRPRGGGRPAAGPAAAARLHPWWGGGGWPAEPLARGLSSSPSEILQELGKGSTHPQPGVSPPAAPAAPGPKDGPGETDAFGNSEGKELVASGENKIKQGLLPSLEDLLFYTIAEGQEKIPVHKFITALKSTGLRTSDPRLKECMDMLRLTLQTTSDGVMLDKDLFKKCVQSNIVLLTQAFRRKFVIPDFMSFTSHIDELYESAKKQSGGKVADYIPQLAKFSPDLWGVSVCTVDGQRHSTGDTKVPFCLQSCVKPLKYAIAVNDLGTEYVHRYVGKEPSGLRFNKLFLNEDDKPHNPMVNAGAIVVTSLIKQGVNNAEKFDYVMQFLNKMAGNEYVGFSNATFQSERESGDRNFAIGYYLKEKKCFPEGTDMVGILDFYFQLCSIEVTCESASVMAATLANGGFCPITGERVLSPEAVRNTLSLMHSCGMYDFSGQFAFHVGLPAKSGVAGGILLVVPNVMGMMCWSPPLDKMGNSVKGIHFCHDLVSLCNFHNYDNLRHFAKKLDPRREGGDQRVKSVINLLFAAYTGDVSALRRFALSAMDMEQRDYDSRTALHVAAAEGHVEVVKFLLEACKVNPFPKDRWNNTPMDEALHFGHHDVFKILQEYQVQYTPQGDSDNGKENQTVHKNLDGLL
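Coupled fluorescence readout: glutamate oxidase/HRP/Amplex Red detect glutamate formed by hKGA from L-glutamine (1 mM solution added). Buffer 45 mM KH2PO4 pH 8.2, 0.02% Tween-20; reads at t0 and 30 min RT.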
* hit, by the source's call; [ ] = dose if it differs, or a comment. % is scaled to controls: 0 for no effect and ±100 for the full control effect; potency is read from the fitted curve at half-maximal effect. An excerpt, so the mix of outcomes need not match the whole.

1) NC(=O)c1ccc(Nc2nc(C(N)COCc3ccccc3)cs2)cc1 (configuration not stated)
  GLS inh: 6%
2) Cc1ccc(-c2cnc(C(O)c3ccc(Cl)cc3C)[nH]2)cc1 (configuration not stated)
  GLS inh: 6%
3) Cn1ncc2cc3c(Nc4ccc(Cl)cc4)cccc3nc21
  GLS inh: 7%
4) OC[C@@H]1CN(Cc2ccc(Cl)cc2)C[C@H](n2cnc3c(N4CCN(c5ccccc5)CC4)ncnc32)O1
  GLS inh: 18%
5) COc1cccc(NC(=O)C2(C)CCN2Cc2ccc3ccccc3c2)c1 (configuration not stated)
  GLS inh: 1%
6) Cc1ccccc1-c1cc2c(c3c1ccn3C)C1CCC2C1 (configuration not stated)
  GLS inh: -9%
7) CC(O)(c1cccc(F)c1)c1nc(-c2cccc(F)c2)cs1 (configuration not stated)
  GLS inh: 12%
8) CCCc1nc2cc(C)c(Br)c(C)n2c1Cc1ccccc1OC
  GLS inh: 13%
9) CC(O)(c1ccccc1)c1nc(-c2cccc(C(=O)O)c2)cs1 (configuration not stated)
  GLS inh: 2%
10) O=C(CC[C@H]1O[C@@H](n2cnc3c(NC(=O)c4ccccc4)ncnc32)[C@H](O)[C@@H]1O)NCc1cccc2ccccc12
  GLS inh: -7%
11) CC(C)CCNC(=O)c1[nH]c(C(F)(F)F)nc1-c1ccccc1
  GLS inh: -17%
12) Cc1cc(C)cc(C(O)c2ncc(-c3ccccc3F)[nH]2)c1 (configuration not stated)
  GLS inh: 2%
13) CCCCN(C)c1c(C)nc2ccc(C(=O)NC3CCN(C)CC3)cn12
  GLS inh: 30%
14) Cn1ccc2c(-c3cccc(C=O)c3)cc3c(c21)C1CCC3O1 (configuration not stated)
  GLS inh: 19%
15) O=C1NC[C@@H](CCCCN2C[C@H](Cc3ccccc3)N(CCc3ccccc3)C(=O)C2=O)N(Cc2ccccc2)C1=O
  GLS inh: 10%
16) COc1cccc(-c2csc(Nc3ccc(Oc4ccccc4)cc3)n2)c1
  GLS inh: 0%
17) CC(C)C1CC2=C(C(=O)OC(C)(C)O2)C(c2ccc(Cl)cc2)O1 (configuration not stated)
  GLS inh: -1%
18) O=C(Nc1ccc2c(c1)OCCO2)C(c1cc2ccccc2o1)N1CCC(Cc2ccccc2)CC1 (configuration not stated)
  GLS inh: 5%
19) CCCNC(=O)C1(C)CCCN(C(=O)c2cc(C)nn2C(C)(C)C)C1 (configuration not stated)
  GLS inh: 2%
20) Cn1c(NCc2ccc3occc3c2)nc2cc(-c3cccc(C(F)(F)F)c3)sc2c1=O
  GLS inh: -1%
21) CCOC(=O)[C@]12CCC=C1N(CCC1=CCCCC1)C(=O)[C@H](CC(=O)NCCC(C)C)C2
  GLS inh: -26%
22) FC(F)(F)c1ccc(-c2nc3ccccc3s2)cc1
  GLS inh: -13%
23) CCCN(C)C1CN(Cc2cn(Cc3ccc(C)cc3)nn2)S(=O)(=O)C1 (configuration not stated)
  GLS inh: 7%
24) O=C(c1ccco1)N1CCN(C(=O)c2ccco2)CC1
  GLS inh: -2%
25) CC1(C(=O)NCC2CCCCC2)CCN1C(=O)Cc1ccc(-c2ccccc2)cc1 (configuration not stated)
  GLS inh: 0%

Reprinted from the part before: 4 compounds; new compounds follow.
22) FC(F)(F)c1ccc(-c2nc3ccccc3s2)cc1
  GLS inh: -13%
23) CCCN(C)C1CN(Cc2cn(Cc3ccc(C)cc3)nn2)S(=O)(=O)C1 (configuration not stated)
  GLS inh: 7%
24) O=C(c1ccco1)N1CCN(C(=O)c2ccco2)CC1
  GLS inh: -2%
25) CC1(C(=O)NCC2CCCCC2)CCN1C(=O)Cc1ccc(-c2ccccc2)cc1 (configuration not stated)
  GLS inh: 0%
26) COc1ccc(-n2nnnc2C2c3ccccc3C(=O)N2C2CCN(Cc3ccccc3)CC2)cc1 (configuration not stated)
  GLS inh: 1%
27) CC(C)Cc1ccc(-c2ccc3nccn3c2)cc1
  GLS inh: 16%
28) O=C(Nc1ccc2c(c1)OCO2)C1Cc2c(-c3ccccc3Oc3ccccc3)ccnc2O1 (configuration not stated)
  GLS inh: 6%
29) COCCNc1nc2cc(-c3ccccc3C)sc2c(=O)n1C
  GLS inh: 0%
30) COc1ccc(C2OC(CCc3ccccc3)CC3=C2C(=O)OC(C)(C)O3)cc1 (configuration not stated)
  GLS inh: 8%
31) O=C(Nc1ccccc1)C1Cc2c(-c3cccc(F)c3)ccnc2O1 (configuration not stated)
  GLS inh: -10%
32) COc1cccc(C(c2nnnn2-c2c(C)cccc2C)N2CCN(C/C=C/c3ccccc3)CC2)c1OC (configuration not stated)
  GLS inh: 0%
33) CCCCC(=O)N(C)c1c(CC)nc2c(OCC(=O)c3ccc(Cl)cc3Cl)cccn12
  GLS inh: 3%
34) CCc1nc2c(OCC(N)=O)cccn2c1N(C)C(=O)c1ccc(OC)cc1
  GLS inh: 2%
35) CCCNC(=O)C1(C)CCCN(Cc2cccn2C)C1 (configuration not stated)
  GLS inh: 6%
36) COC(=O)[C@]12CCCCC=C1N(Cc1ccc(Cl)cc1Cl)C(=O)[C@H](CC(=O)NCC13CC4CC(CC(C4)C1)C3)C2
  GLS inh: 0%
37) CCCCN(C=O)c1c(CC)nc2ccc(C(=O)N3CCN(c4ccccc4)CC3)cn12
  GLS inh: 24%
38) CC1(C(=O)NS(=O)(=O)c2ccccc2)CCN1C(=O)Cc1cccs1 (configuration not stated)
  GLS inh: 4%
39) CC(NC(=O)c1c(N)[nH]c(C(=O)c2ccccc2)c1-c1ccccc1Br)c1cccc2ccccc12 (configuration not stated)
  GLS inh: 12%
40) COC(=O)c1csc(-c2ccc(CO)o2)n1
  GLS inh: -16%
41) CN(C)CCNC(=O)c1cccc(-c2cnc3c(NC=O)cc(-c4cc(F)c(F)c(F)c4)cn23)c1
  GLS inh: 2%
42) CC1(C(=O)NS(=O)(=O)c2ccc(C#N)cc2)CCN1C(=O)Cc1cccc2ccccc12 (configuration not stated)
  GLS inh: 9%
43) CCN1CCN(C(=O)N[C@H](C(=O)N[C@@H]2C(=O)N3[C@@H](C(=O)O)C(C)(C)S[C@@H]23)c2ccccc2)C(=O)C1=O
  GLS inh: 25µM*
44) CC1=C(C(=O)N2CCCCCC2)CC(CC(=O)NC2CC2)C(=O)N1Cc1ccccc1 (configuration not stated)
  GLS inh: 0%
45) OC(c1ccc(-c2ccccc2)cc1)c1ncc(-c2ccccc2Cl)[nH]1 (configuration not stated)
  GLS inh: -3%
46) Cc1ccc2nc(-c3ccc(C#N)cc3)c(Cc3ccccc3)n2c1
  GLS inh: 1%
47) CC(=O)c1ccc(OCc2nnn(CC(=O)NS(=O)(=O)Cc3ccccc3)c2-c2ccccc2)cc1
  GLS inh: -3%
48) COc1cccc(-c2cc(CNC(=O)[C@H]3O[C@@H](n4cnc5c(N)ncnc54)[C@H](O)[C@@H]3O)no2)c1
  GLS inh: -5%
49) COc1cc(C(=O)N2CCC2(C)C(=O)NC(C)C)cc(OC)c1OC (configuration not stated)
  GLS inh: 0%
50) CN(C)CCNc1nc(Oc2ccccc2)c2sccc2n1
  GLS inh: 7%

51) CCOC(=O)C1(C)CCCCN1C(=O)c1ccco1 (configuration not stated)
  GLS inh: 1%
52) CCOC(=O)C1=CCC(c2ccc(C)cc2)N(S(=O)(=O)c2ccc(C)cc2)C1 (configuration not stated)
  GLS inh: 5%
53) OC[C@@H]1CN(Cc2cccc(C(F)(F)F)c2)C[C@H](n2cnc3c(NCc4ccco4)ncnc32)O1
  GLS inh: -1%
54) O=C(NCCc1ccccc1)C1Cc2c(-c3ccc(Cl)cc3)ccnc2O1 (configuration not stated)
  GLS inh: 2%
55) COc1ccccc1-c1ncn(Cc2cccc(-c3ccccc3)c2)c1CC(C)C
  GLS inh: 0%
56) CCOC(=O)C1(C)CCCCCN1C(=O)c1ccc(N(C)C)cc1 (configuration not stated)
  GLS inh: 26%
57) CCOC(=O)C(C)Oc1cccc2c(=O)n(CC(=O)Nc3ccc(OC)cc3)ccc12 (configuration not stated)
  GLS inh: -7%
58) CCc1nc2ccc(C(=O)NCCCn3ccnc3)cn2c1N(CC)CCN(C)C
  GLS inh: 32%[activator]
59) CCOc1ccc(CCN2C(=O)C(=O)N([C@@H](CC(C)C)CN3CCC[C@H]3CN3C(=O)C(=O)NC[C@@H]3Cc3ccc(O)cc3)C[C@@H]2CC(C)C)cc1
  GLS inh: 37%[activator]
60) CCNC(=O)C1CCCN(C(=O)c2ccc(OC)cc2)CC1 (configuration not stated)
  GLS inh: 4%
61) CCNC(=O)c1cc2c(c(-c3cccc(-c4cncnc4)c3)n1)[C@H](CCO)N(C(C)=O)C2
  GLS inh: -3%
62) O=C(Nc1ccc2c(c1)OCO2)c1cc(C2CCCCN2C(=O)c2ccc3c(c2)CCO3)on1 (configuration not stated)
  GLS inh: 5%
63) Cc1ccccc1C(=O)N1CCC1(C)C(=O)NC(C)C (configuration not stated)
  GLS inh: -3%
64) COc1cc(OC)c(C2C=CC(=O)CC2)c(OC)c1 (configuration not stated)
  GLS inh: 1%
65) CC1(C(=O)NS(=O)(=O)c2ccc(C#N)cc2)CCN1C(=O)c1ccccc1CCc1ccccc1 (configuration not stated)
  GLS inh: 18%
66) CC(=O)Nc1cncc(-c2cnn(CC(C)C)c2)n1
  GLS inh: 2%
67) O=C(Nc1ccc2c(c1)OCCO2)c1[nH]c(C(F)(F)F)nc1-c1ccccc1
  GLS inh: 13%
68) O=C(NCc1cccnc1)c1cc(C2CCCCN2S(=O)(=O)Cc2ccccc2)on1 (configuration not stated)
  GLS inh: -21%
69) CCCS(=O)(=O)NC(=O)C1(C)CCCN(C(=O)c2ccc3snnc3c2)C1 (configuration not stated)
  GLS inh: 2%
70) CC(C)c1cccc(-c2csc(C(O)c3cccc(Cl)c3)n2)c1 (configuration not stated)
  GLS inh: 3%
71) Cc1cc2nc(-c3nnnn3Cc3ccccc3)c(=O)[nH]c2cc1C
  GLS inh: 20%
72) Nc1[nH]c(C(=O)c2ccccc2)c(-c2ccncc2)c1C(=O)NCc1cccc2ccccc12
  GLS inh: 34%[activator]
73) COCCCN1C(=O)C(CC(=O)NCCCN(C)C)CC(C(=O)N2CCOCC2)=C1C (configuration not stated)
  GLS inh: -5%
74) CC1(C)OC(=O)C2=C(C[C@@H](C3CCCC3)O[C@@H]2c2ccc(Cl)cc2)O1
  GLS inh: -15%
75) COc1ccc(OCCNC(=O)C2(C)CCN2Cc2ccc3ccccc3c2)cc1 (configuration not stated)
  GLS inh: 1%

Rewritten bar-delimited: part of the list above
item | canonical_smiles | GLS inh
21 | CCOC(=O)[C@]12CCC=C1N(CCC1=CCCCC1)C(=O)[C@H](CC(=O)NCCC(C)C)C2 | -26%
45 | OC(c1ccc(-c2ccccc2)cc1)c1ncc(-c2ccccc2Cl)[nH]1 (configuration not stated) | -3%

Gathered by group, the compounds so far with two or more sulfur atoms (two)
38) CC1(C(=O)NS(=O)(=O)c2ccccc2)CCN1C(=O)Cc1cccs1 (configuration not stated)
  GLS inh: 4%
69) CCCS(=O)(=O)NC(=O)C1(C)CCCN(C(=O)c2ccc3snnc3c2)C1 (configuration not stated)
  GLS inh: 2%

Further entries follow.
76) COc1cccc(C(NC(C)=O)c2nc(-c3cccc(C(=O)O)c3)cs2)c1 (configuration not stated)
  GLS inh: 8%
77) COc1cccc(-c2oc3c(c2C(=O)OCCN(C)C)C(O)CCC3)c1 (configuration not stated)
  GLS inh: 10%
78) CC(C)C1C(=O)N(Cc2cn(CCC3OCCO3)nn2)CCS(=O)(=O)N1Cc1ccc(-c2ccccc2C(F)(F)F)cc1 (configuration not stated)
  GLS inh: -1%
79) COc1cc(Cl)c(CNC[C@H]2O[C@@H](n3cnc4c(=O)[nH]c(N)nc43)[C@H](O)[C@@H]2O)c(Cl)c1O
  GLS inh: 74%[activator]
80) COc1ccc(CCCNC(=O)C2Cc3c(-c4cccc(C(C)=O)c4)ccnc3O2)cc1 (configuration not stated)
  GLS inh: 7%
81) CC(C)C[C@H]1CN([C@@H](CC(C)C)CN2CCCC2CN2C(=S)NC[C@@H]2Cc2ccccc2)C(=S)N1CCc1ccccc1 (some centres not stated)
  GLS inh: 8%
82) CCNC(=O)C1CCCN(C(=O)c2cc(F)ccc2C)CC1 (configuration not stated)
  GLS inh: -6%

Reprinted: entries 76–79
76) COc1cccc(C(NC(C)=O)c2nc(-c3cccc(C(=O)O)c3)cs2)c1 (configuration not stated)
  GLS inh: 8%
77) COc1cccc(-c2oc3c(c2C(=O)OCCN(C)C)C(O)CCC3)c1 (configuration not stated)
  GLS inh: 10%
78) CC(C)C1C(=O)N(Cc2cn(CCC3OCCO3)nn2)CCS(=O)(=O)N1Cc1ccc(-c2ccccc2C(F)(F)F)cc1 (configuration not stated)
  GLS inh: -1%
79) COc1cc(Cl)c(CNC[C@H]2O[C@@H](n3cnc4c(=O)[nH]c(N)nc43)[C@H](O)[C@@H]2O)c(Cl)c1O
  GLS inh: 74%[activator]

Assay outcomes: PubChem BioAssay, National Center for Advancing Translational Sciences (NCATS)
